LMPTP inh: LMPTP (human) inhibition; recombinant LMPTP-A, OMFP fluorogenic substrate, fluorescence intensity; P24666; 360,000 tested, 0.22% active; AID 651560; inhibition, % at 20 µM;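 active = compounds that cut the enzyme signal by at least half of the control window in the single-dose screen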;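 note: plate controls were DMSO wells with enzyme plus substrate for no effect and substrate without enzyme for full effect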
Target sequence (P24666 whole entry, looked up): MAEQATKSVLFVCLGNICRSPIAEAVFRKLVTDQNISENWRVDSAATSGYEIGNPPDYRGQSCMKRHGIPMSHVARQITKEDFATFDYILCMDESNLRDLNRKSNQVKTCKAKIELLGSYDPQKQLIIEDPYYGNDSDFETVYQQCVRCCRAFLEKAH
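Assay system: LMPTP-A phosphatase enzyme | Input: 0.625 nM enzyme | Also added: Fluorogenic phosphatase substrate OMFP at 400 µM final | Compound dosing: One test concentration per compound, 20 µM, with 3% DMSO overall | Schedule: 50 min enzyme reaction at room temperature, protected from light | Signal: Fluorescence intensity | Benchmarks: no-enzyme and uninhibited controls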
STEP block: blocks human striatal-enriched tyrosine phosphatase | P54829 | recombinant STEP, OMFP fluorogenic substrate, fluorescence | inhibition, % at 20 µM | 360,000 tested, 0.25% active;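 active = inhibition at 20 µM, scaled per plate between control wells, above about 37%, limit read from the data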;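 note: 0% = DMSO with enzyme and substrate and 100% = substrate only without enzyme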
Target sequence (P54829 whole entry, looked up): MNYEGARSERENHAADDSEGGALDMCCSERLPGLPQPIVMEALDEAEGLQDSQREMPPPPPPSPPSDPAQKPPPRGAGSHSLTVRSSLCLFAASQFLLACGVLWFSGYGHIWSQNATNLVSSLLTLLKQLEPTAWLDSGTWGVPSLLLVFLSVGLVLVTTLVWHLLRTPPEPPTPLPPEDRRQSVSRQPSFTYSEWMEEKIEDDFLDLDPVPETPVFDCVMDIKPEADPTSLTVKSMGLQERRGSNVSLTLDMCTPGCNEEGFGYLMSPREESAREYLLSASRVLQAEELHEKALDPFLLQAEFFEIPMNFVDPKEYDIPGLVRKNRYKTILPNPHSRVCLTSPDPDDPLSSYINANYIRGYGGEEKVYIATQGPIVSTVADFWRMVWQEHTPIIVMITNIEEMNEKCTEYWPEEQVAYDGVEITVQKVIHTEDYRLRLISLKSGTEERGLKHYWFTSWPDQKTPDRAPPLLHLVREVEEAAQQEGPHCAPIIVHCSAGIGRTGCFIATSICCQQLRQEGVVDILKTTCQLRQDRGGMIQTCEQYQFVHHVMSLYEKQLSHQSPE
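Assay system: isolated STEP enzyme. Buffer or medium: pH 6.0 Bis-Tris with DTT and Tween 20. Also added: fluorogenic phosphatase substrate OMFP at 25 µM final. Dosing: 20 µM, 1% DMSO. Timing: 20 min reaction, room temperature, in the dark. Measured by: fluorescence intensity, excitation 480 nm, emission 540 nm. Evaluation: normalized % inhibition.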
DNMT1 inh: blocks human DNA methyltransferase DNMT1; DNMT1 molecular beacon, Hinp1I cleavage, fluorescence; 360,000 tested, 0.83% active; AID 588458; inhibition (reported as % activation of signal), % at 10 µM; in the data active = inhibition above about 50%
bovine MsrA act: activators of bovine methionine sulfoxide reductase A; purified bovine MsrA, absorbance read-out; activation, % at 10.6 µM; 360,000 tested, 0.3% active; AID 602163; in the data active = activation above about 7.5%;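 note: 0% = vehicle and 100% = reference activator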
Tb MetRS inh: Trypanosoma brucei MetRS inhibition. 360,000 tested, 0.4% active. purified T. brucei MetRS, ATP depletion, Kinase-Glo luminescence. inhibition, % at 11.9 µM. AID 624268;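 active = inhibition above a per-plate cutoff of the control wells' mean inhibition plus 3 SD, cut at about 5.5% in these data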;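 note: 0% = DMSO wells median and 100% = median of wells with control inhibitor compound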
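assay system = parasite MetRS enzyme | timing = 15 min preincubation, 2 h reaction, all 25 °C | evaluation = percent inhibition relative to median high and low control wells | medium = HEPES buffer containing pyrophosphatase, BSA, spermine, DTT | compound = single dose, 11.9 µM final nominal, 0.9% final DMSO | detection = Kinase-Glo luminescence, ATP depletion format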
eLon inh: inhibitors of E. coli Lon protease | inhibition, % at 7.94 µM | 360,000 tested, 0.42% active | P0A9M0 | AID 602123 | purified E. coli Lon protease, fluorescence polarization; in the data active = inhibition above about 13%, passing the limit was not always enough;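 note: 0% = enzyme with probe and DMSO and 100% = no enzyme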
CendR NRP1 mod: NRP-1/CendR interaction modulation; FAM-RPARPAR peptide binding to NRP-1, fluorescence polarization; inhibition, % at 25 µM; 360,000 tested, 0.85% active; AID 602438;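 active = inhibition or corrected inhibition above about 18%, plus a signal ratio from 0.5 to 1.5, limit read from the data, passing the limit was not always enough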; note: strong numbers were not always called active
MsrA inhibitor: inhibitors of bovine MsrA; purified bovine MsrA, absorbance read-out; inhibition, % at 15.5 µM; 360,000 tested, 0.75% active; in the data active = inhibition above about 4.5%;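 note: 0% = vehicle wells with enzyme and 100% = reference inhibitor wells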
SUMO1-SIM PPI: SUMO1-SIM interaction modulation | P63165 | SUMO1 binding to a labelled peptide, TR-FRET, 1 h | inhibition, % at 20 µM | 360,000 tested, 0.33% active; in the data active = inhibition above about 37%
Target sequence (P63165 whole entry, looked up): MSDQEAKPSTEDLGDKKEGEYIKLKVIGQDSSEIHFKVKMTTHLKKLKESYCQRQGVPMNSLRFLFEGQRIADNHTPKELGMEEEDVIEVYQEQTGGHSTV
Scp1 inh: blocks human Scp-1 phosphatase activity | Q9GZU7 | Recombinant Scp1, phosphopeptide, malachite green phosphate absorbance | inhibition, % at 20 µM | 340,000 tested, 0.88% active | AID 493091;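 active = inhibition above about 50% at 20 µM, limit read from the data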;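 note: plate controls were DMSO wells with enzyme for no effect and wells lacking enzyme for full effect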
Target sequence (Q9GZU7 76-261 limits assumed): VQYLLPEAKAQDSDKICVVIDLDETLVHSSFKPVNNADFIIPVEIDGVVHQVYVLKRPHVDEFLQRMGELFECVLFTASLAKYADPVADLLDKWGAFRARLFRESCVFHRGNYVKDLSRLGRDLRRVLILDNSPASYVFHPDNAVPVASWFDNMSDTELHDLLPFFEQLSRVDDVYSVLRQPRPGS
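assay system = SCP-1 phosphatase catalytic domain, residues 76-261 | buffer or medium = 50 mM Tris acetate pH 5.5, 0.005% Tween-20, 10 mM MgCl2 | incubation = enzyme reaction 45 min at room temperature, colour 5 min, stabilisation 30 min | signal = Phosphate-binding colour reagent, absorbance read at 630 nm | measure = % inhibition at 20 µM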
Starred values were filed as active, the others as inactive; nt = no result given. Random draw from the library (roughly 4.3% active in at least one column).

SMILES	LMPTP inh	STEP block	DNMT1 inh	bovine MsrA act	Tb MetRS inh	eLon inh	CendR NRP1 mod	MsrA inhibitor	SUMO1-SIM PPI	Scp1 inh
COc1ccccc1CN1C(=O)CCC1(C)C(=O)NC1CCCCCC1 (centres undefined)	-0.9	-3	-4	-1	-0.3	-1	2	0.1	1	-6
COc1ccccc1CNC(=O)CC1C(=O)NCCN1C1Cc2ccccc2C1 (centres undefined)	-0.1	2	-10	-2	0.1	-17	4	1.1	-2	-5
C/C(Cc1ccccc1)=N\NC(=O)CNC(=O)c1ccc(Br)cc1	-0.1	-1	5	-9	-0.2	-3	5	3.3	-1	1
CC1CCN(S(=O)(=O)c2ccc(NC(=O)C3CC(=O)N(c4ccccc4)C3)cc2)CC1 (centres undefined)	0.4	0	-3	0	0.3	-3	6	-0.9	4	-3
NC(=S)n1[nH]c(-c2ccc([N+](=O)[O-])cc2)c(N=Nc2cccc([N+](=O)[O-])c2)c1=O	58*	22	-2	-3	0.1	6	3	0.4	88*	74*
COC(=O)c1ccccc1OCCCCN1CC(C)OC(C)C1 (centres undefined)	-1.3	1	-2	-2	-0.7	-1	7	0.7	0	-10
COCCn1nnnc1C(c1cccs1)N1CCN(c2cccc(C(F)(F)F)c2)CC1 (centres undefined)	0.0	0	-1	-4	-0.5	-2	-3	-1.8	-2	-5
C[C@H]1CN([C@@H](C)CO)C(=O)CCCn2nncc2CO[C@H]1CN(C)C(=O)Nc1cccc2ccccc12	-2.1	5	-1	-3	-0.3	-8	10	1.4	4	nt
CN1/C(=C/c2cccc[n+]2C)Sc2ccccc21	0.3	1	11	-3	-0.2	1	-6	0.8	-36	27
Cc1cc(C)nc(Sc2c(F)c(F)c(C(F)(F)F)c(F)c2F)n1	-0.8	-2	1	-7	0.1	-11	4	0.1	0	-1
O=C(COC(=O)c1ccccc1NC(=O)c1ccco1)Nc1ccc2c(c1)OC(F)(F)O2	1.5	3	-7	-2	1.3	1	-6	-0.7	7	-7
Cc1nc2ccccc2nc1OCC(=O)Nc1ccc2ccccc2c1	0.0	2	4	-1	0.3	2	-23	0.4	-4	-8
CCOc1ccc(-n2c(-c3ccc(Cl)cc3)c[n+]3c2SCC3)cc1	0.2	-2	2	-1	-0.5	0	-6	-1.4	-1	3
C=C(C)Cn1c(N2CCC(Cc3ccccc3)CC2)nc2c1c(=O)[nH]c(=O)n2C	-0.1	3	-6	-7	-0.6	-5	2	0.8	1	-4
CCCOP(=O)(OCCC)C1(Nc2ccc(C)cc2)CCCCC1	-1.8	-3	3	-3	-1.2	-1	9	0.0	-2	1
Cc1ccc(CN2CCSc3ccc(C(=O)NC4CCN(Cc5ccccc5)CC4)cc32)cc1	4.0	1	-6	-6	-0.5	-2	-3	0.9	-1	-4
COC(=O)c1c(NC(=O)C2C3CCC(C3)C2C(=O)O)sc2c1CCCCC2 (centres undefined)	1.5	4	-1	-3	-0.2	-1	10	1.8	6	-7
CCCCCCCC1CC(CSC(=N)N)OC1=O (centres undefined)	-1.6	1	6	-8	0.8	0	-3	0.1	-1	7
COC(=O)c1ccc(NC(=S)N2CCN(Cc3ccc(Cl)cc3)CC2)cc1	0.0	2	-8	-2	-0.4	-8	2	0.4	2	-1
COc1ccc(N2CC(C(=O)Nc3ccc4c(c3)OCO4)CC2=O)cc1 (centres undefined)	-1.2	2	-2	1	-0.8	-5	16	-0.4	-1	0
C[C@@H]1CN([C@H](C)CO)C(=O)c2cc(/C=C/c3ccccc3)cnc2O[C@H]1CN(C)C(=O)NC1CCCCC1	-1.4	0	2	-2	-0.6	3	8	1.6	-7	nt
COc1cccc(C(=O)Nc2nc3ccccc3s2)c1	-1.4	0	-2	0	-1.5	7	8	0.3	-2	-9
OC(COc1ccccc1)CSc1ncn[nH]1 (centres undefined)	-1.0	2	1	-2	-0.2	4	-9	-0.6	1	-4
COc1cccc(N2CCN(CC(=O)c3c(C)[nH]c4ccccc34)CC2)c1	1.7	1	-2	-5	-0.1	-5	3	nt	1	5

Continued, overlapping the part above by 3 compounds.
SMILES	LMPTP inh	STEP block	DNMT1 inh	bovine MsrA act	Tb MetRS inh	eLon inh	CendR NRP1 mod	MsrA inhibitor	SUMO1-SIM PPI	Scp1 inh
COc1cccc(C(=O)Nc2nc3ccccc3s2)c1	-1.4	0	-2	0	-1.5	7	8	0.3	-2	-9
OC(COc1ccccc1)CSc1ncn[nH]1 (centres undefined)	-1.0	2	1	-2	-0.2	4	-9	-0.6	1	-4
COc1cccc(N2CCN(CC(=O)c3c(C)[nH]c4ccccc34)CC2)c1	1.7	1	-2	-5	-0.1	-5	3	nt	1	5
O=[N+]([O-])c1cc(S(=O)(=O)N2CCCC2)ccc1NN=C1CCCCC1	0.4	3	5	0	-0.1	-9	2	0.9	-17	-1
COc1cc(-c2cc(-c3ccccc3)nc(SCC(=O)Nc3nccs3)c2C#N)cc(OC)c1OC	0.7	-4	2	-7	-1.1	-24	2	0.8	-1	0
CCOc1ccccc1C(C(=O)NC1CCCCC1)N(C(=O)c1csnn1)C1CC1 (centres undefined)	-0.6	-2	-1	-2	-0.1	2	4	-0.2	2	-6
COc1cccc(Nc2nn3c(=O)c4ccccc4nc3s2)c1	18	82*	19	0	-0.2	-9	7	nt	-8	60*
O=S(=O)(NCCc1ccccc1)c1cccs1	-0.6	2	1	0	0.1	-2	13	0.4	1	1
COc1cc(C2C(C(=O)c3ccc(C)o3)=C(O)C(=O)N2CCN2CCOCC2)ccc1OCCC(C)C (centres undefined)	0.4	4	-3	-4	0.5	1	11	0.2	-3	-7
CCCCNC(=O)C(=O)c1ccccc1NC(C)=O	0.0	6	2	-3	-0.6	-6	2	0.0	0	-10
COc1ccc(-c2cc(C(F)(F)F)nc(SCC(=O)NCc3cnn(C)c3C)n2)cc1OC	1.3	-1	4	-5	-0.1	3	-5	2.2	-6	-11
CCCCN(Cc1nc2ccccc2c(=O)[nH]1)C(=O)COc1ccc(F)cc1Cl	0.9	0	2	-2	-0.4	5	-16	1.4	6	-3
O=C(NCC1CCCCC1)c1ccc(Br)o1	-1.8	0	0	-2	-0.5	-3	10	-0.2	-3	-8
C=C1C(O)C[C@H]2C(=C)CCC3[C@H](OC(=O)[C@]3(O)CO)[C@@H]12 (some centres undefined)	-1.9	-2	1	-8	-0.6	-1	-4	-0.3	1	-8
O=C(NCc1cc(C(F)(F)F)cc(C(F)(F)F)c1)C1CC(c2cccc([N+](=O)[O-])c2)=NO1 (centres undefined)	1.6	2	3	-1	0.2	0	-3	0.5	-8	-2
O=CN1CCN(C(=O)c2ccccc2Cl)CC1	0.2	2	6	-2	0.0	-5	13	0.4	-2	0
N#C/C(=C\Nc1ccc2cn[nH]c2c1)c1nc(-c2ccccc2)cs1	1.6	3	48	-2	-0.7	-7	-29	1.1	8	-5
COc1ccc(O)c(C(=O)c2cnn(S(=O)(=O)c3ccc(C)cc3)c2)c1	1.8	0	1	-6	-0.4	-7	4	-0.4	-18	-9
COC(=O)COc1ccc(=O)n(-c2ccccc2)n1	-1.9	-4	11	-3	-0.2	2	3	0.1	2	-2
Cc1nc(SCc2ccc(Cl)c(Cl)c2)n[nH]1	-0.6	0	-2	-4	-0.2	9	-6	-0.2	3	6
Cc1ccc(CNC(=O)CN(Cc2cccs2)C(=O)C2(C)CC(=O)N=C3C=CC=CN32)cc1 (centres undefined)	-2.4	0	5	-6	-0.6	-7	-7	0.8	-3	-4
COc1cc(CNc2ccc(S(N)(=O)=O)cc2)ccc1OCc1ccccc1F	2.7	-2	0	0	-0.4	6	15	-0.1	3	0
C=CCNc1nc(Nc2ccccc2F)nc(OCC)n1	2.8	1	6	-10	-1.9	-3	-8	-0.1	4	-1
Clc1cccc(Nc2nc(-c3ccncc3)nc3ccccc23)c1	7.4	4	-5	-2	-0.4	10	-22	-0.1	61*	-14
COc1ccc(-c2noc3c2-c2nc(-c4c(F)cccc4F)sc2CC3)cc1	2.1	-1	-6	-3	-0.5	3	-11	0.4	-2	-13
COc1ccc(NC(=O)CCC(=O)c2cc(C)sc2C)cc1	-0.1	-1	3	-2	-0.4	0	-2	-0.3	3	-4
Cn1nnnc1SCCNCc1cccc2ccccc12	-0.7	-1	2	-2	-0.2	-3	-6	-1.0	-1	0

In another format: entries from further up.
SMILES: C=CCNc1nc(Nc2ccccc2F)nc(OCC)n1
  LMPTP inh = 2.8; STEP block = 1; DNMT1 inh = 6; bovine MsrA act = -10; Tb MetRS inh = -1.9; eLon inh = -3; CendR NRP1 mod = -8; MsrA inhibitor = -0.1; SUMO1-SIM PPI = 4; Scp1 inh = -1

SMILES: COC(=O)COc1ccc(=O)n(-c2ccccc2)n1
  LMPTP inh = -1.9; STEP block = -4; DNMT1 inh = 11; bovine MsrA act = -3; Tb MetRS inh = -0.2; eLon inh = 2; CendR NRP1 mod = 3; MsrA inhibitor = 0.1; SUMO1-SIM PPI = 2; Scp1 inh = -2

Six of the entries above in order of the bovine MsrA act value, rising:
Compound,bovine MsrA act
C=CCNc1nc(Nc2ccccc2F)nc(OCC)n1,-10
COc1ccc(O)c(C(=O)c2cnn(S(=O)(=O)c3ccc(C)cc3)c2)c1,-6
Cc1nc(SCc2ccc(Cl)c(Cl)c2)n[nH]1,-4
COC(=O)COc1ccc(=O)n(-c2ccccc2)n1,-3
O=CN1CCN(C(=O)c2ccccc2Cl)CC1,-2
COc1cc(CNc2ccc(S(N)(=O)=O)cc2)ccc1OCc1ccccc1F,0

(more compounds)
SMILES	LMPTP inh	STEP block	DNMT1 inh	bovine MsrA act	Tb MetRS inh	eLon inh	CendR NRP1 mod	MsrA inhibitor	SUMO1-SIM PPI	Scp1 inh
CCOC(=O)C1CCCc2c1[nH]c1c(C(=O)O)cccc21 (centres undefined)	-1.2	1	9	-2	0.2	-4	1	-0.4	8	-8
Nc1ccnn1Cc1ccc(Br)s1	-0.8	-4	-7	-3	0.5	-5	-10	-1.0	0	-4
CCN(CC(=O)NCc1cccs1)C(=O)c1cc(S(=O)(=O)N2CCOCC2)ccc1C	0.4	-1	2	-1	-0.3	14	1	-1.0	-3	9
CCOC(=O)C1CN(S(=O)(=O)c2ccc(C)cc2)CCN1S(=O)(=O)c1ccc(C)cc1 (centres undefined)	1.2	-3	-3	1	0.1	1	0	-1.5	-5	-9
O=C1COc2ccccc2N1Cc1ccccc1Cl	-0.2	-2	0	1	-0.6	-16	11	0.7	0	-8

Bioassay records from PubChem BioAssay.
